# Screening data: PubChem BioAssay, Broad Institute
# Cneo AK release: causes C. neoformans cell lysis; hit rate 0.2% among 360,000; adenylate kinase release luminescence, 4 h; normalised: neutral wells 0, clomiphene wells 100; lysis activity, % at 15 µM;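 active = mean lysis activity across replicates of at least 80%, whatever share of replicates individually reach that level; inactive = mean lysis activity below 80%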
#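 Assay system: C. neoformans cells. Amount: yeast cell density of 5 × 10^6 cells/mL. Technique: AK luminescence. Buffer or medium: YPD. Times: static 4 h at 37 °C with compound, 1 h detection. Dosing: single-point compound dose. Read-out: lysis from increased AK signal.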
# SIRT5 inh: sirtuin-5 (human) deacylase inhibition. inhibition, % at 15 µM. hit rate 1.1% among 330,000. Purified SirT5, succinyl-peptide AMC, trypsin-coupled fluorescence. Q9NXA8; in the data active = inhibition above about 15%
# Target sequence (Q9NXA8 whole entry, looked up): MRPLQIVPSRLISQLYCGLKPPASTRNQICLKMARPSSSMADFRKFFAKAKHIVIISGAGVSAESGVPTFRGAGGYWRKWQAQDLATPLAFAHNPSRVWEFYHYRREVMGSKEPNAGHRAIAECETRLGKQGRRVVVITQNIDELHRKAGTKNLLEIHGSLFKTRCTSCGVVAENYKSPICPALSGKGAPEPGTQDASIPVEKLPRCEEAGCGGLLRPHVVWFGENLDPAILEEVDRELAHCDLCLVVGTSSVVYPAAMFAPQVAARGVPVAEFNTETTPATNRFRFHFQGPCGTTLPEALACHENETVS
# PGC1a acetyl inh: lowers PGC1a acetylation signal in U2OS cells. AlphaScreen anti-acetyl-lysine; with virally co-expressed GCN5 acetyltransferase. inhibition, % at 15.6 µM. hit rate 0.17% among 350,000;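 active = every replicate shows inhibition of at least 40%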;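 note: 0% = neutral control wells and 100% = positive control wells; some results beyond the cut were filed as inactive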
# XiGFP reactiv: activators of X-chromosome reactivation in mouse fibroblasts. XiGFP mouse fibroblasts, % GFP-positive cells imaging, 3 d; cells co-treated with 5-aza-dC sensitizer; scaled so ellipticine positive control = 100%. activation, % at 7.58 µM. hit rate 0.055% among 360,000. AID 743238;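 active = mean normalized replicate activation at least 10% and every replicate at or above 10%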;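 note: 0% = median of on-plate neutral control wells and 100% = ellipticine 6 µM median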
#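 System: SV40-immortalized XiGFP fibroblast cells, line 68-5-11 / Incubation: 3-day compound exposure, then 15 min fixation at room temperature / Compound: single concentration per compound, delivered by pin transfer / Buffer or medium: DMEM plus 5-aza-dC sensitizer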
# C2C12 statin: suppression of simvastatin myotoxicity | C2C12 myotubes + simvastatin, ATP luminescence, 48 h; scaled: DMSO 0, geranylgeraniol control 100 | rescue of ATP level, % at 7.49 µM | hit rate 0.78% among 330,000;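 active = mean ATP rescue above about 67%, or every replicate alone reaching that limit, limit read from the data, passing the limit was not always enough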;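 note: myotubes were challenged with 10 µM simvastatin during compound exposure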
# LGR2 antag: blocks bursicon-induced cAMP signaling via Drosophila LGR2; AID 720647; hit rate 0.35% among 380,000; inhibition, % at 9.99 µM; HEK293 LGR2, CRE-luciferase, bursicon-stimulated, 4 h;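 active = drop in luminescence signal, shown as inhibition above about 50% in the replicate tests, limit read from the data, passing the limit was not always enough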;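 note: agonist challenge used bursicon conditioned medium at about half maximal strength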
# S100A4 MyoIIA: blocks human S100A4 binding to myosin IIA peptide; S100A4/TAMRA-MyoIIA peptide fluorescence polarization; inhibition, % at 10.7 µM; hit rate 0.14% among 360,000; AID 652163; P26447;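 active = mean inhibition of at least 70% across replicates, with every replicate also reaching that level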
# Target sequence (P26447 whole entry, looked up): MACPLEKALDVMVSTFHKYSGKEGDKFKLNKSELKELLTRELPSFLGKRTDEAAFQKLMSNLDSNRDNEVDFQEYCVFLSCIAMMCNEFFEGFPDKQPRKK
#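 Compound dosing: one dose per compound; test system: human S100A4 monomer with TAMRA-labelled myosin IIA peptide; probe or stimulus: TAMRA-labelled myosin IIA heavy-chain peptide probe, 5 nM; medium: HEPES buffer with Ca2+, pH 7.2; schedule: 5 min incubation before reading; benchmarks: neutral control DMSO, positive control TFP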
# ERAP1 inh: blocks human ERAP1 aminopeptidase activity | Q9NZ08 | recombinant ERAP1, Leu-AMC fluorescence, 60 min | inhibition, % at 10.7 µM | hit rate 0.15% among 340,000 | AID 652197;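 active = mean replicate inhibition of at least 30%, or all replicates individually reaching that 30% level; inactive = mean below 30% and not every replicate reaching it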;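 note: 0% = neutral control wells and 100% = L-leucinethiol positive control wells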
# The depositor's hits bear a star; x = not tested or not shown. An excerpt, so the mix of outcomes need not match the whole.
Structure	Cneo AK release	SIRT5 inh	PGC1a acetyl inh	XiGFP reactiv	C2C12 statin	LGR2 antag	S100A4 MyoIIA	ERAP1 inh
CN(CC(=O)Nc1ccc(F)cc1)C(=O)COC(=O)CNC(=O)c1ccc(Cl)cc1Cl	x	2	x	0.2	x	-8	-1	4
Cn1c(Cl)c(/C=N/OC(=O)C(C)(C)C)c2ccccc21	x	-2	-11	0.4	x	3	-1	-1
CCc1nc(SCC(=O)N2CCCCCC2)c2c(=O)n(C)c(=O)n(C)c2n1	-5	-2	-2	-0.1	-19	12	-1	4
C[C@H](CO)N1C[C@H](C)[C@H](CN(C)S(C)(=O)=O)Oc2ncc(C#Cc3ccccc3F)cc2C1=O	4	-2	10	0.1	2	-3	-3	-1
NC(=O)C1CCN(C(=O)CCSc2ccc(Cl)cc2)CC1	-4	4	x	0.0	6	5	-1	3
O=C(O)Cn1c(O)c(C2=c3ccccc3=NC2=O)sc1=O	1	-8	-4	0.4	1	-1	-15	6
CCOc1ccc(CCNC(=O)C2CC(=O)N(c3ccc4c(c3)OCCO4)C2)cc1OCC (centres undefined)	x	-6	x	0.6	x	10	-3	-5
O=C(O)C(Oc1ccc2cc(-c3ccc(Cl)cc3)c(=O)oc2c1)c1ccccc1 (centres undefined)	2	-117	9	0.0	-4	2	-4	6
C[C@@H](NC(=O)C[C@H]1C[C@H]2c3cc(NC(=O)CN(C)C)ccc3O[C@H]2[C@H](CO)O1)c1ccccc1	1	9	7	0.3	4	11	-6	-2
CN(C)C(=O)c1ccc(-c2cccc(-c3nc(C(=O)NC4CCCCC4)cc4c3[C@H](CCO)N([S@@](=O)C(C)(C)C)C4)c2)cc1	4	0	5	0.0	-6	-4	-27	1
COc1cc(C(C)=O)ccc1OC(C)C(=O)Nc1ccc(S(=O)(=O)N2CCCC2)cc1 (centres undefined)	-2	-1	x	0.2	1	-1	-1	6
O=C(Nc1ccc(Cl)c(Cl)c1)N[C@H]1CC[C@@H](CCn2cc(C3CCCCC3)nn2)O[C@@H]1CO	-3	-3	6	-0.3	-44	1	-17	-2
COCCSc1ccccc1C(=O)Nc1ccc(Br)cc1	x	2	-22	0.0	x	-24	1	-2
CN1C(=O)c2cc(NC(=O)C3CCCCC3)ccc2OC[C@@H]2O[C@H](CC(=O)NCc3ccccc3F)CC[C@@H]21	-3	-1	-5	0.3	0	3	-5	-3
COc1ccc(NC(=O)N[C@H]2CC[C@@H](CC(=O)NC3CCCCC3)O[C@H]2CO)cc1	-2	1	11	0.0	-2	-23	-6	-6
C/C=C/c1ccc([C@H]2[C@@H](CO)N(C(=O)CC)[C@H]2CNC(=O)C2CC2)cc1	0	4	8	0.0	10	-3	-6	-2
CC(C)c1ccc(NC(=O)[C@H](Cc2c[nH]c3ccccc23)NC(=O)[C@@H]2Cc3ccccc3CN2)cc1	1	1	3	x	-1	28	-2	2
CCOc1cc2c(cc1OC)C(NC(=O)c1ccco1)CC2=O (centres undefined)	-1	-5	-4	0.0	19	-4	-11	2
COc1cccc(C(=O)N2CCC[C@@H]2C(=O)N2CCC[C@H]2C(=O)NCc2ccncc2)c1	x	-2	x	-0.1	x	-17	-2	x
COCCCN(C)C1CCN(C(=O)Nc2ccc(F)cc2)CC1	3	0	x	0.0	14	5	-3	5
CCOC(=O)N1CCN(CC(=O)Nc2c(C(=O)OC)[nH]c3ccccc23)CC1	-1	x	1	x	2	-2	x	x
Cc1noc(C)c1S(=O)(=O)Nc1cccc2c1O[C@H](CN(C)Cc1ccccc1)[C@H](C)CN([C@@H](C)CO)C2=O	-4	-1	x	-1.0	-11	7	-3	2
CO[C@H]1CN(C)C(=O)c2ccc(NC(=O)Cc3ccccc3)cc2OC[C@H](C)N(C(=O)c2ccccc2F)C[C@H]1C	-2	6	1	0.1	-2	-23	-2	x
Cc1ccc(S(=O)(=O)N(C)C[C@@H]2OCCCC[C@@H](C)Oc3ccc(NC(=O)CCCN(C)C)cc3C(=O)N([C@@H](C)CO)C[C@@H]2C)cc1	-4	-3	11	0.0	x	-21	0	-1
CCOc1ccc(OCC(=O)N2CCC3(CC2)CC(=O)c2ccccc2O3)cc1	2	-3	x	0.0	9	4	-1	-4
CN(Cc1c(C(=O)N/N=C/c2cccc(F)c2)nnn1-c1nonc1N)C1CCCCC1	2	-1	-10	0.1	-16	0	-4	2
Cc1ccc(N2CCN(S(=O)(=O)N3CCCCCC3)CC2)cc1Cl	4	-1	1	x	-32	1	-2	1
COc1ccc(C2=CC3=C(Br)C(=O)C(C)(OC(=O)c4cccs4)C(=O)C3=CO2)cc1 (centres undefined)	-2	3	6	0.1	11	-9	-1	-1
COc1ccc(/C=C/C(=O)Nc2cccc(S(=O)(=O)N3CCOCC3)c2)cc1OC	-2	1	x	0.1	4	-5	-1	12
O=C(Cc1ccccc1)NCCSCc1ccccc1	x	0	x	0.4	x	0	9	5

# 9 successive entries out of the list so far, for reference:
Structure	Cneo AK release	SIRT5 inh	PGC1a acetyl inh	XiGFP reactiv	C2C12 statin	LGR2 antag	S100A4 MyoIIA	ERAP1 inh
Cc1noc(C)c1S(=O)(=O)Nc1cccc2c1O[C@H](CN(C)Cc1ccccc1)[C@H](C)CN([C@@H](C)CO)C2=O	-4	-1	x	-1.0	-11	7	-3	2
CO[C@H]1CN(C)C(=O)c2ccc(NC(=O)Cc3ccccc3)cc2OC[C@H](C)N(C(=O)c2ccccc2F)C[C@H]1C	-2	6	1	0.1	-2	-23	-2	x
Cc1ccc(S(=O)(=O)N(C)C[C@@H]2OCCCC[C@@H](C)Oc3ccc(NC(=O)CCCN(C)C)cc3C(=O)N([C@@H](C)CO)C[C@@H]2C)cc1	-4	-3	11	0.0	x	-21	0	-1
CCOc1ccc(OCC(=O)N2CCC3(CC2)CC(=O)c2ccccc2O3)cc1	2	-3	x	0.0	9	4	-1	-4
CN(Cc1c(C(=O)N/N=C/c2cccc(F)c2)nnn1-c1nonc1N)C1CCCCC1	2	-1	-10	0.1	-16	0	-4	2
Cc1ccc(N2CCN(S(=O)(=O)N3CCCCCC3)CC2)cc1Cl	4	-1	1	x	-32	1	-2	1
COc1ccc(C2=CC3=C(Br)C(=O)C(C)(OC(=O)c4cccs4)C(=O)C3=CO2)cc1 (centres undefined)	-2	3	6	0.1	11	-9	-1	-1
COc1ccc(/C=C/C(=O)Nc2cccc(S(=O)(=O)N3CCOCC3)c2)cc1OC	-2	1	x	0.1	4	-5	-1	12
O=C(Cc1ccccc1)NCCSCc1ccccc1	x	0	x	0.4	x	0	9	5

# More results follow:
Structure	Cneo AK release	SIRT5 inh	PGC1a acetyl inh	XiGFP reactiv	C2C12 statin	LGR2 antag	S100A4 MyoIIA	ERAP1 inh
CCN(CC(=O)N1CCC(C(N)=O)CC1)S(=O)(=O)c1cc(Cl)ccc1Cl	0	1	2	-0.1	-14	5	-7	3
CCOC(=O)C1(CC)NC(c2ccc(OC)c(OC)c2)C2C(=O)N(c3cccc(C(C)=O)c3)C(=O)C21 (centres undefined)	-4	5	6	0.0	-2	x	-4	1
Cc1noc(C)c1C(=O)N1CCN(S(=O)(=O)c2cccs2)CC1	-4	-1	2	0.1	7	10	-2	-2
Oc1cc(Br)ccc1C=Nc1ccc(N2CCCCC2)cc1	-6	-18	5	0.0	0	-24	-31	0
CCOc1cc(C=O)ccc1OCC(=O)N1CCCC1	x	1	-1	0.0	x	22	-1	0
C[C@H]1CN([C@@H](C)CO)C(=O)c2cc(NC(=O)c3ccncc3)ccc2O[C@H]1CN(C)S(=O)(=O)c1ccc(Cl)cc1	0	-2	-4	-0.2	-2	2	-77	-2
O=C(NC1CCCCC1)N[C@H]1CC[C@@H](CCNS(=O)(=O)c2ccc(F)cc2)O[C@@H]1CO	-1	-1	-5	0.3	1	-13	0	1
Cc1ccc(S(=O)(=O)N2[C@@H](c3ccccc3F)C(C(=O)O)=CC[C@H]2c2cccc(C)c2)cc1	-5	x	x	0.0	14	25	x	x
CCN1C(=O)[C@H]2[C@@H](c3ccc(C)cc3)N3C(=O)N(c4ccc(C)cc4)C(=O)[C@@]3(C)[C@H]2C1=O	-1	x	x	0.0	-3	-3	-5	-3
COc1ccc(C(=O)c2coc3ccc(OC(C)=O)cc23)cc1	-4	-2	7	0.2	4	-20	4	-7
Nc1[nH]c(C(=O)c2ccccc2)c(-c2ccc([N+](=O)[O-])cc2)c1C(=O)NCCc1c[nH]c2ccccc12	x	4	x	0.2	x	23	-4	-2
CCS(=O)(=O)NCC[C@H]1CC[C@@H](NC(=O)C2CCCCC2)[C@H](CO)O1	x	x	3	0.1	0	3	x	x
COc1ccc(CC2(CO)CCN(Cc3cnn(C)c3)CC2)cc1	x	-3	x	0.1	x	9	2	-5
CCOC(=O)COc1nc(-c2ccccc2)cc(-c2ccco2)c1C#N	x	-2	-3	-0.1	2	-18	-4	0
Cc1c(C#N)c2ccccc2n1C	x	-6	x	0.2	x	-3	2	3
O=C(CCN=C1NS(=O)(=O)c2ccccc21)OCc1ccccc1	1	-6	x	-0.2	4	10	7	-1
COc1ccc(NS(=O)(=O)c2cccc(C(=O)N3CCN(Cc4cc(OC)ccc4OC)CC3)c2)cc1	0	7	1	0.1	9	-8	0	1
COc1ccc(C(=O)COC(=O)CCN=C2NS(=O)(=O)c3ccccc32)c(OC)c1	x	4	x	-0.1	x	0	-2	-2
CCSCCOC(=O)C1=C(C)NC(=O)NC1c1ccc2c(c1)OCO2 (centres undefined)	1	0	2	-0.1	12	33	0	0
COc1cccc(NC(=O)Cc2csc(NC(=O)Nc3ccccc3OC)n2)c1	0	0	-1	0.1	-7	17	0	3
COc1ccc(NC(=O)c2nc[nH]c2C(=O)NCC(=O)OC(C)(C)C)cc1	-1	0	3	0.0	8	3	0	4
CN1CCN(CCOCCOc2c(Cl)cc(Cl)cc2Cl)CC1	5	4	27	0.1	x	0	-5	x
COc1cccc(-n2nnc3c(=O)n(CC(=O)Nc4ccc(C)cc4)cnc32)c1	x	6	x	0.0	x	13	27	3
O=C(C[C@H]1CC[C@H](NC(=O)c2ccccc2)[C@H](CO)O1)Nc1ccc(-c2ccccc2)cc1	2	-1	-15	-0.4	19	7	1	0
Cc1cc(S(=O)(=O)N2CCCOC2CNC(=O)C(=O)NCc2cccs2)ccc1F (centres undefined)	0	-2	x	0.3	5	13	42	4
C[C@H](CO)N1C[C@H](C)[C@H](CN(C)S(C)(=O)=O)OCCCC[C@H](C)Oc2ccc(NC(=O)Nc3ccccc3)cc2C1=O	40	4	4	0.2	x	-3	4	-3
COCC(=O)Nc1ccc2c(c1)OC[C@H](C)N(C(=O)Cc1ccccn1)C[C@@H](C)[C@@H](OC)CN(C)C2=O	-4	-4	0	0.4	-12	21	3	-7
CC(C)NC(=O)N[C@@H]1CC[C@@H](CCn2cc(-c3ccccc3)nn2)O[C@H]1CO	4	-2	1	0.0	1	14	15	0
Cc1ccnn1-c1ccc(C(=O)N2CCCN(S(=O)(=O)c3ccc(F)cc3)CC2)cc1	-1	2	x	0.0	3	-2	1	-9
